14-3-3g Raf – modulators of 14-3-3 gamma protein binding, primary screen, biochemical, fluorescence polarization | 14-3-3 protein gamma (Homo sapiens), P61981 | FP, 14-3-3gamma / TMR-pS259-Raf peptide binding | inhibition, % at 40 µM | 0.19% of 160,000 active | AID 422, 2006; in the data active = inhibition above about 30%;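 also: 0% = protein plus tracer without compound and 100% = blank with tracer alone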
Target sequence (P61981 whole entry, looked up): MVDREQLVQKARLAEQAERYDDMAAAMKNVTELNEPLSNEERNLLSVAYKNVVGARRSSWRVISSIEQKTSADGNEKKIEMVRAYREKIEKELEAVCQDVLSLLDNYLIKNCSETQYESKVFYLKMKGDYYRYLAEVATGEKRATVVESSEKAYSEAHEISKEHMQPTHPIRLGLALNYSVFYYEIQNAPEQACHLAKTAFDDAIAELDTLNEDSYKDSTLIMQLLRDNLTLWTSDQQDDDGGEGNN
The depositor's hits bear a star; & = joins results of further samples.

SMILES	14-3-3g Raf
COCCCNC(=O)c1c(N)n(/N=C/c2cccs2)c2nc3ccccc3nc12	-15
CC(C)C(NC(=O)C1CCCCC1)C(=O)NCCc1ccccc1 (stereo not drawn)	-3
Cc1ccc(-n2nc3c(c2NC(=O)c2ccc(C(C)(C)C)cc2)CSC3)c(C)c1	6
O=C(CN1C(=O)C2C3C=CC(C3)C2C1=O)NCc1ccc2c(c1)OCO2 (stereo not drawn)	-6
COC(=O)c1ccccc1NC(=O)c1cc(OC)c(OC)cc1[N+](=O)[O-]	-4
CN(CC(=O)O)S(=O)(=O)c1cccc2nsnc12	3
CN(C)C(=O)c1c([N+](=O)[O-])cnn1C	-5
COc1ccc(N2C(=O)C3C4c5ccccc5C(CO)(c5ccccc54)C3C2=O)cc1 (stereo not drawn)	-6
COc1cccc(NC(=O)CCC(=O)Nc2ccc3nc(N4CCOCC4)cc(C)c3c2)c1	-5
CCC(=O)N1CCc2cc(Br)cc(S(=O)(=O)N3CCCC(C(=O)Nc4cccc5c4CCCC5)C3)c21 (stereo not drawn)	-87
O=C(NC1CCCC1)C1CCC(=O)N1C1CCCCC1 (stereo not drawn)	4
CCOC(=O)c1ccc(Nc2cc(C)nc(C)c2C(=O)OCC)cc1	3
N#CC1=C2C=Cc3ccccc3N2CCCC1=O	-9
CN(C)c1ccc(/C=C/C(O)=C2/C(=O)N(C)C3(C)CC2c2ccccc2O3)cc1 (stereo not drawn)	9
CC1(C)CC(=O)C2=C(C1)NC(=O)CC2c1ccc(F)cc1 (stereo not drawn)	-4
COc1ccc(-n2c(CNC(=O)c3ccc(S(=O)(=O)N(C)C)cc3)n[nH]c2=S)cc1	3
Cc1cc(Br)ccc1NC(=O)c1cc2c(=O)oc3ccccc3c2s1	-6
Oc1ccc(-c2nc3ncccn3c2Nc2ccc3c(c2)OCO3)cc1	-5&-14
Cc1ccc(C2CC(c3ccc(F)cc3)=NN2c2ccccc2)o1 (stereo not drawn)	-3
Cc1c(-c2ccc(Cl)cc2)nc2ccccc2c1C(=O)NCc1ccccc1	-21

An excerpt from above in order of molar mass, highest first:
SMILES	14-3-3g Raf
O=C(CN1C(=O)C2C3C=CC(C3)C2C1=O)NCc1ccc2c(c1)OCO2 (stereo not drawn)	-6
CC(C)C(NC(=O)C1CCCCC1)C(=O)NCCc1ccccc1 (stereo not drawn)	-3
CN(C)C(=O)c1c([N+](=O)[O-])cnn1C	-5

Going on with the list.
SMILES	14-3-3g Raf
CC(=O)c1cnc2cc(C)nn2c1C	7
CCc1ccc(C(=O)N2CCN(c3ccc(F)cc3)CC2)s1	-2
O=S(=O)(Nc1ccc2c(c1)OCCO2)c1ccc2oc3ccccc3c2c1	-7
O=C(c1cccc(Br)c1)N1CCN(c2ccc([N+](=O)[O-])cc2Cl)CC1	8
CC(=O)c1ccc(N2CCN(C(=O)CCCC3=NS(=O)(=O)c4ccccc4N3)CC2)cc1	-1
CC(C)[C@@H]1NC(=O)[C@H](CCCCN)NC(=O)[C@@H](Cc2c[nH]c3ccccc23)NC(=O)[C@H](Cc2ccc(O)cc2)NC(=O)[C@H](C)N(C)C(=O)[C@H](Cc2ccccc2)NC1=O	3
O=c1c2ccccc2nc(-c2ccc(Cl)cc2)n1CCCCOc1ccccc1F	-6
COc1ccc(S(=O)(=O)N2CCC(C(N)=O)CC2)c2ccccc12	-1
CCC1(c2ccccc2)NC(=S)N(c2ccccc2)N1 (stereo not drawn)	-4
O=C(NCCN1CCCCC1)c1c(O)c2ccccc2[nH]c1=O	4
CCOCCCn1c(SCC(=O)Nc2ccc(C(N)=O)cc2)nc2ccccc2c1=O	-21
CCN(CC)c1ccc(C2C(C(=O)OCCOC)=C(C)NC3=C2C(=O)CCC3)cc1 (stereo not drawn)	-1
Cc1cccc(-n2nnc(C(=O)Nc3ccccc3F)c2N)c1	0
Clc1cc2c(cc1-c1nc(-c3ccccc3)c(-c3ccccc3)[nH]1)OCO2	-13
O=C(Cn1c(=O)n(Cc2ccco2)c(=O)c2ccccc21)Nc1cccc(Cl)c1	-3
CCOc1ccc(N2CC(C(=O)NCCC3=CCCCC3)CC2=O)cc1 (stereo not drawn)	1
CC(C)(C)NC(=O)c1ccc(N(Cc2ccccc2)S(C)(=O)=O)cc1	-5
O=C(CCn1nc(-c2ccc(Cl)cc2)ccc1=O)NCCCN1CCCCCC1	-3
O=C(Oc1c(C(=O)c2ccccc2)sc2ccccc12)c1ccccc1	-7
COc1ccc(C(=O)N2CCN(Cc3ccc(Br)cc3)CC2)cc1OC	-4
Cc1ccc(C)n1CCN1CCN(C(=O)CSc2nc3ccccc3nc2N2CCOCC2)CC1	-6
CC1CCC(NC(=O)c2ccc3c(=O)n(Cc4ccc5c(c4)OCO5)c(=S)[nH]c3c2)CC1 (stereo not drawn)	4
O=C1CCC(=O)c2oc3ccccc3c2N1	-9
O=[N+]([O-])c1ccc(-c2noc(Cc3ccccc3)n2)cc1	-6
O=C(CC1NCCNC1=O)OCCCc1ccccc1 (stereo not drawn)	3
CC(=O)N1CCc2cc(Br)cc(S(=O)(=O)CCC(=O)NC3CCN(Cc4ccccc4)CC3)c21	-10
CN(C)C(=O)CSc1nc(SCC(=O)N(C)C)n(-c2ccccc2)n1	7
CC1=C(C(=O)Nc2ccccc2)C(c2ccncc2)C(C#N)=C(SCC(=O)NC2CC2)N1 (stereo not drawn)	6
COC(=O)c1ccc(N=C2SC(C(=O)Nc3ccccc3)CC(=O)N2C)cc1 (stereo not drawn)	12
CCOC(=O)c1cnc2c(C#N)c(C)nn2c1-c1ccccc1	-22
O=S(=O)(Nc1nc2ccccc2s1)c1cccc2cccnc12	-7
N#Cc1c(NC(=O)c2cc(S(=O)(=O)N3CCCCC3)ccc2Cl)sc2c1CCCC2	-7
CCOc1cccc2cc(C(C)=O)c(=O)oc12	0
O=C(Cn1ncc2c(=O)oc3ccccc3c21)NCCCN1CCCC1=O	-1
O=c1c2ccccc2nc(-c2ccccc2)n1Cc1ccco1	-6
COc1cccc(-c2nnc(SCc3nc4ccccc4[nH]3)n2-c2ccccc2)c1	-3
Cc1ccc2c(c1)[nH]c1c(N3CCN(Cc4ccccc4)CC3)ncnc12	-12
O=S(=O)(c1ccccc1F)N(Cc1ccco1)Cc1nnc(-c2ccccc2Br)o1	-5
CC(C)CCN(C(=O)CNC(=O)c1ccco1)C(C(=O)NC1CCCCC1)c1ccco1 (stereo not drawn)	6
COc1ccccc1-c1nnc(SCC(=O)N2CCC(C)CC2)o1	0

Looked up by compound from the entries so far (5):
SMILES	14-3-3g Raf
N#Cc1c(NC(=O)c2cc(S(=O)(=O)N3CCCCC3)ccc2Cl)sc2c1CCCC2	-7
CCOC(=O)c1cnc2c(C#N)c(C)nn2c1-c1ccccc1	-22
CC(C)CCN(C(=O)CNC(=O)c1ccco1)C(C(=O)NC1CCCCC1)c1ccco1 (stereo not drawn)	6
COc1cccc(-c2nnc(SCc3nc4ccccc4[nH]3)n2-c2ccccc2)c1	-3
CC1CCC(NC(=O)c2ccc3c(=O)n(Cc4ccc5c(c4)OCO5)c(=S)[nH]c3c2)CC1 (stereo not drawn)	4

Additional results.
SMILES	14-3-3g Raf
Cc1cc(N2CCN(CCO)CC2)n2c(nc3ccccc32)c1C#N	-70
O=C1C2ON(c3ccccc3)C(c3cccnc3)C2C(=O)N1Cc1ccccc1 (stereo not drawn)	-5
COC(=O)c1ccc(Nc2cc(C)nc3ccc(C)cc23)cc1	-11
O=c1ccn(-c2nc(-c3ccccc3)sc2-c2ccccc2)c(=O)[nH]1	-6
CCOC(=O)N1CCN(C(=O)CCCN2C(=O)CSc3nc(C)cc(C)c32)CC1	-5
O=C(NCc1ccco1)C1C2C3CCC(C3)C12 (stereo not drawn)	-3
Cc1cc2cc(CCNC(=O)CC3CCCCC3)c(=O)[nH]c2cc1C	-19
COc1ccc(OC)c(NC(=O)CSc2nnc(CNc3ccc(C)cc3C)o2)c1	-7
Cc1ccc(C)c(NC(=O)CSc2nnc(Cc3cccn3C)n2-c2ccc(F)cc2)c1	4
CCCCN(C)C(=O)C1CCN(CCCc2ccccc2)CC1	-22
Cc1ccc(-c2nc3ccccc3n3nnnc23)cc1	-12
COc1ccc(C2=NN(CC(=O)NCc3ccco3)C(=O)CC2)cc1	-14
Cc1sc2ncnc(Nc3ccc(Oc4ccccc4)cc3)c2c1C	-5
CCOC(=O)C1=C(c2ccccc2)NC(SCC(=O)Nc2ccccc2C)=C(C#N)C1c1ccco1 (stereo not drawn)	0
CC1CCC2C(C1)c1c(n(C)c(=O)n(C)c1=O)OC2(C)C (stereo not drawn)	4
CSCCOC(=O)C1=C(C)NC(=O)NC1c1cccc([N+](=O)[O-])c1 (stereo not drawn)	-2
CCn1cc(C(=O)N(CCc2ccccc2)Cc2ccccc2)c(=O)c2ccc(C)nc21	-3
Cc1ccc2nc(C34CC5CC(CC(C5)C3)C4)ccc2c1	7
Cc1[nH]c2c(Br)ccc3c2c1CCN1C(=O)OC(C)(C)C31C (stereo not drawn)	-76
CSc1cccc(NC(=O)CN2C(=O)c3ccccc3S2(=O)=O)c1	-4

Single entries from the results shown.
`COc1ccc(OC)c(NC(=O)CSc2nnc(CNc3ccc(C)cc3C)o2)c1` @ 14-3-3g Raf: -7
`Cc1cc2cc(CCNC(=O)CC3CCCCC3)c(=O)[nH]c2cc1C` @ 14-3-3g Raf: -19
`Cc1ccc2nc(C34CC5CC(CC(C5)C3)C4)ccc2c1` @ 14-3-3g Raf: 7
`CSc1cccc(NC(=O)CN2C(=O)c3ccccc3S2(=O)=O)c1` @ 14-3-3g Raf: -4
`CCOC(=O)C1=C(c2ccccc2)NC(SCC(=O)Nc2ccccc2C)=C(C#N)C1c1ccco1` (stereo not drawn) @ 14-3-3g Raf: 0

(continued)
SMILES	14-3-3g Raf
Cc1occc1-c1nnc(SCC(=O)N2CCN(c3ccc(F)cc3)CC2)n1C	2
CCOC(=O)c1c(NC(=O)c2cc3ccccc3oc2=O)sc2c1CCCC2	-3
O=C(COc1ccccc1)Nc1c2c(nn1-c1cccc(Cl)c1)CSC2	9
Cn1c(=O)c2c(nc(OCc3ccc4c(c3)OCO4)n2Cc2ccccc2)n(C)c1=O	3
CCOc1cc(C)c(Cl)cc1S(=O)(=O)NCC1CCCO1 (stereo not drawn)	3
FC(F)Sc1nnc(-c2cccs2)n1-c1ccccc1	-7
O=C(NCc1ccccc1)c1ccc(C(=O)c2ccccc2)o1	-3
COc1ccc(CCn2c(=S)[nH]c3ccccc3c2=O)cc1OC	-5
CCOc1ccccc1N1CC(C(=O)Nc2nccs2)CC1=O (stereo not drawn)	-5
Cc1ccc(C)c(-n2c(SCC(=O)NCC3CCCO3)nnc2-c2ccoc2C)c1 (stereo not drawn)	1
COc1ccc(-n2c(=O)c3ccccc3n(CC(=O)Nc3ccc(F)cc3)c2=O)cc1	-8
CCN1CCN(c2cc(C)c3cc(NC(=O)CCC(=O)Nc4ccc(C)c(F)c4)ccc3n2)CC1	-7
COc1ccc(CC(=O)Nc2nccs2)cc1OC	-7
CCOc1ccc(CCNC(=O)C2CCN(c3ccc(N4CCOCC4)nn3)CC2)cc1OCC	4
COc1ccc(N2CCn3c2nc2c3c(=O)n(CCc3ccccc3)c(=O)n2C)c(OC)c1	-10
C=CCSc1nnc(NC(=O)CSc2nc3ccccc3o2)s1	-6
Nn1cc(-c2ccccc2)nc1SCC(=O)N1CCN(S(=O)(=O)c2ccccc2)CC1	7
O=C(O)c1c(Br)sc(-c2ccccc2)c1-c1ccccc1	-25
COC(=O)C1=C(C)Nc2ccc(C)cc2S1	-8
COc1cccc(C(=O)Nc2cc3nn(-c4ccc(Cl)cc4)nc3cc2C)c1	-17
CCOC(=O)c1ccc2c(c1)c(C)c(C)n2Cc1ccccc1	-26
O=C1CC(c2ccc(F)cc2)Sc2nc(-c3cccc4ccccc34)nn21 (stereo not drawn)	-24
Cc1nc2sc(C(c3ccco3)N3CCN(C(c4ccccc4)c4ccccc4)CC3)c(O)n2n1 (stereo not drawn)	-8
CCCn1c(N)c(C(=O)CSc2nnc(-c3ccco3)n2Cc2ccccc2)c(=O)[nH]c1=O	-7
O=C(Nc1ccc2c(c1)OCCO2)c1ccc2nccnc2c1	-6
Cn1c(=O)[nH]c(=O)c2c1nc(CN1CCN(c3cccc(Cl)c3)CC1)n2CCCc1ccccc1	-2
COc1ccc(C2C(C(=O)NCc3ccccn3)c3cc(OC)c(OC)cc3C(=O)N2C)cc1OC (stereo not drawn)	0
Cn1c(Cc2ccccc2)nnc1SCC(=O)N1CCOCC1	3
Cc1ccccc1C(=O)Nc1sc2c(c1C(=O)NC1CCS(=O)(=O)C1)CCCC2 (stereo not drawn)	-20
Cc1cc(S(=O)(=O)NCC(=O)O)ccc1Cl	-6
CCN(CC(=O)NCc1cccs1)S(=O)(=O)c1cccc(C(C)=O)c1	3
O=C1C2(c3ccccc3)CN(CCCO)CC1(c1ccccc1)CN(CCCO)C2	-6
COc1ccc(C2CC(=O)C3=C(C2)NC(C)=C(C(=O)Nc2ccc(C)cc2)C3c2ccccc2Br)cc1OC (stereo not drawn)	-9
Nc1cccc(C(=O)O)c1[N+](=O)[O-]	-16
CCOc1cc(C2NC(=O)NC(C)=C2C(=O)OCc2ccc3c(c2)OCO3)ccc1O (stereo not drawn)	-8
CCn1c(SCc2c(F)cccc2Cl)nnc1-c1ccco1	-11
Fc1ccccc1Nc1nc(-c2cccs2)cs1	-11
COC(=O)c1cnn2c(C)c(Cc3ccccc3F)c(C)nc12	-5
COc1ccc(OC)c(-n2c(=S)[nH]c3cc(C(=O)N4CCOCC4)ccc3c2=O)c1	0
O=C(O)C1=CC(c2ccc(F)cc2)n2c(nc3ccccc32)N1 (stereo not drawn)	-26
CC(C)(C)c1ccc(OC(=O)c2ccc3nsnc3c2)cc1	6
Cc1ccccc1OCCn1c(=O)oc2ccccc21	1

Assay outcomes as filed in PubChem BioAssay.

Some of the compounds tested; rates above refer to the full screens.
